PrPC TRFRET – cell surface PrPC inhibition, primary TR-FRET screen | P04156 | TR-FRET read-out | inhibition, % at 13.8 µM | 370,000 tested, 0.43% active; in the data active = inhibition above about 24%; also: 0% = median of the test wells and 100% = reference compound wells
Y pestis TopoI – Y. pestis Topo-I inhibition via cleavage products; Y. pestis Topo-I cleavage product accumulation, plate reader; activity, % at 10 µM; 360,000 tested, 0.064% active; AID 504884; in the data active = activity above about 50%, passing the limit was not always enough; inconclusive = no clear call, values can overlap the other calls; also: inactives centre near 2
PfHsp40 yeast – restores yeast growth despite PfHsp40 toxicity; S. cerevisiae expressing PfHsp40, growth rescue, ATP luminescence; growth rescue, % at 12.5 µM; 340,000 tested, 0.68% active; in the data active = growth rescue above about 28%, passing the limit was not always enough; inconclusive = no clear call, values can overlap the other calls;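 also: yeast W303a lacking pdr1 and pdr3 grown in galactose medium; growth measured after three days at 30 °C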
TcdB inh – TcdB glycohydrolase inhibition. 350,000 tested, 0.24% active. P18177. inhibition, % at 9.99 µM. AID 652162. TcdB glycohydrolase enzymatic assay, plate reader; in the data active = inhibition above about 10%
BoNT-A LC inh2 – blocks Botulinum neurotoxin A light chain protease. multiplex microsphere protease substrate cleavage, flow cytometry. inhibition, % at 10 µM. 360,000 tested, 0.17% active. AID 588499; also: plate controls were buffer without enzyme for full effect and enzyme alone for no effect
Anthrax LF prot – anthrax lethal factor protease inhibition; P15917; multiplex microsphere protease cleavage assay, LF; inhibition, % at 10 µM; 360,000 tested, 0.12% active; also: plate controls were buffer without enzyme for full effect and enzyme alone for no effect
Target sequence (P15917 whole entry, looked up): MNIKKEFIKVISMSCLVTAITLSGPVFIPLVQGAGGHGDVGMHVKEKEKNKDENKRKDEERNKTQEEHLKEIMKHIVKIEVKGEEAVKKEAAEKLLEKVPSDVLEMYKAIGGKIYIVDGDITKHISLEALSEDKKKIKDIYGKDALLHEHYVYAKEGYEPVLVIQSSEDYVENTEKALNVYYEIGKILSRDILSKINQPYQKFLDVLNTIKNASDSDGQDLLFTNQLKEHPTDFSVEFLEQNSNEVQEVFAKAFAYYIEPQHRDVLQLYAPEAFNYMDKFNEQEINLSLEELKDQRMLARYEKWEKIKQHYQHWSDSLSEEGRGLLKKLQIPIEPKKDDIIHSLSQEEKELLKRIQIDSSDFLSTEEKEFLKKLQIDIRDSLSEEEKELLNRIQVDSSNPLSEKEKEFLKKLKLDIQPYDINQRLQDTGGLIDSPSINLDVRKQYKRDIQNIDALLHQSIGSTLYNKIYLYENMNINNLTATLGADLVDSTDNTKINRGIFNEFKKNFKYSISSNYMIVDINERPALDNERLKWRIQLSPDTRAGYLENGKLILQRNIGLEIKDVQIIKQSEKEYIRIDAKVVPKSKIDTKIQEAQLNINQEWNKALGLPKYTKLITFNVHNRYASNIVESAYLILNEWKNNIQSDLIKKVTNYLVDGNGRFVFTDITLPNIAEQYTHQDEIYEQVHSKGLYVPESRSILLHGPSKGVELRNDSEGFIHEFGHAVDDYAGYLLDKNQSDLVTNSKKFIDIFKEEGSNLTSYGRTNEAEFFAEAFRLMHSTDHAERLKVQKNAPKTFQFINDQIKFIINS
FadD28 FP inh – blocks FadD28 binding to the bisubstrate probe. fluorescence polarization. AID 588549. inhibition, % at 12.5 µM. 360,000 tested, 0.22% active; in the data active = inhibition above about 8.5%, passing the limit was not always enough; inconclusive = no clear call, values can overlap the other calls
BoNT-F LC inh – inhibitors of Botulinum neurotoxin F light chain protease. Multiplex microsphere protease cleavage assay, flow cytometry. inhibition, % at 10 µM. 360,000 tested, 0.22% active. AID 588497; in the data active = inhibition above about 35%, passing the limit was not always enough; inconclusive = no clear call, values can overlap the other calls; also: plate controls were buffer without enzyme for full effect and enzyme alone for no effect
CCHFV vOTU inh – CCHFV vOTU protease inhibition. Pep-AMC fluorescence. inhibition, % at 11.5 µM. 370,000 tested, 0.55% active. AID 651958; in the data active = inhibition above about 30%; also: 0% = vehicle wells with enzyme and 100% = no enzyme wells
Starred values were filed as active, the others as inactive; ? = inconclusive; nt = no result given; & = joins results of further samples. Rule as the data show it, unless noted: active = inhibition above about 30%; inconclusive = no clear call, values can overlap the other calls; inactive = below that. Rows were taken by chance, and some 2.3% of all compounds hit somewhere here.

A first look (seven entries):
SMILES	PrPC TRFRET	Y pestis TopoI	PfHsp40 yeast	TcdB inh	BoNT-A LC inh2	Anthrax LF prot	FadD28 FP inh	BoNT-F LC inh	CCHFV vOTU inh
O=C(O)C1C2C=CC(C2)C1C(=O)NCCc1cccc(Cl)c1 (configuration not stated)	7	2	-0.5	nt	-0.4	-6	-0.6	-9	1
COc1ccc(CC(=O)Nc2cc(=O)n(C)c(=O)n2C)cc1	-2	4	1.6	1.0	-1.0	-4	-0.8	-5	-2
Cc1ccc2oc3c(c(=O)c2c1)C(c1cccc(Br)c1)N(Cc1ccco1)C3=O (configuration not stated)	1	7	-1.0	nt	3.3	-5	-0.9	0	10
CN1c2ccccc2C(C)(C)C12CCCC(=O)N2 (configuration not stated)	4	7	-0.6	nt	0.0	2	0.5	2	-6
COc1ccc2[nH]c(C(=O)NCCc3ccccc3)cc2c1	3	-6	nt	1.5	nt	nt	0.2	nt	-19
COC(=O)CSc1cc([N+](=O)[O-])ccc1NC(=O)OC	-7	3	0.3	-1.9	-2.0	-4	-4.6	-4	2
CC(OC(=O)c1snc(C(=O)NC2CCCCC2)c1N)C(=O)NC(C)(C)C (configuration not stated)	4	-8	1.8	nt	-1.1	-2	-2.2	-6	-2

The list itself, previewed entries included:
SMILES	PrPC TRFRET	Y pestis TopoI	PfHsp40 yeast	TcdB inh	BoNT-A LC inh2	Anthrax LF prot	FadD28 FP inh	BoNT-F LC inh	CCHFV vOTU inh
O=C(O)C1C2C=CC(C2)C1C(=O)NCCc1cccc(Cl)c1 (configuration not stated)	7	2	-0.5	nt	-0.4	-6	-0.6	-9	1
COc1ccc(CC(=O)Nc2cc(=O)n(C)c(=O)n2C)cc1	-2	4	1.6	1.0	-1.0	-4	-0.8	-5	-2
Cc1ccc2oc3c(c(=O)c2c1)C(c1cccc(Br)c1)N(Cc1ccco1)C3=O (configuration not stated)	1	7	-1.0	nt	3.3	-5	-0.9	0	10
CN1c2ccccc2C(C)(C)C12CCCC(=O)N2 (configuration not stated)	4	7	-0.6	nt	0.0	2	0.5	2	-6
COc1ccc2[nH]c(C(=O)NCCc3ccccc3)cc2c1	3	-6	nt	1.5	nt	nt	0.2	nt	-19
COC(=O)CSc1cc([N+](=O)[O-])ccc1NC(=O)OC	-7	3	0.3	-1.9	-2.0	-4	-4.6	-4	2
CC(OC(=O)c1snc(C(=O)NC2CCCCC2)c1N)C(=O)NC(C)(C)C (configuration not stated)	4	-8	1.8	nt	-1.1	-2	-2.2	-6	-2
COCCCN1C(=O)C(=O)/C(=C(/O)c2ccccc2)C1c1ccc(N(C)C)cc1 (configuration not stated)	-9	-9	-0.1	-1.2	-0.4	1	-0.9	-4	12
O=P(Nc1cccnc1)(Oc1ccccc1Cl)Oc1ccccc1Cl	4	28	411*	1.6	7.1	30*	-2.7	86*	2
COc1ccc2[nH]c3c(c2c1)CCN1C(=O)C(CC(=O)NC(C)(C)C)C[C@H](C(=O)N2CCCCC2)[C@@]31C (some centres not stated)	4	14	-0.1	-1.3	0.0	0	-0.3	-2	3
NC(=O)C1CCCN(Cc2c(C(=O)N3CCc4ccccc4C3)nc3ccc(Cl)cn23)C1 (configuration not stated)	-5	6	0.6	-0.3	3.2	-1	-3.2	-1	11
Cn1c(=O)n(Cc2ccccc2Cl)c2ccccc21	-13	19	-0.5	1.7	0.4	3	-1.2	9	-3
COC(=O)CC1=NN(c2nc3ccccc3s2)C(=O)/C1=C/N(C)C	0	8	0.1	-1.6	0.4	-3	2.4	1	-13
Cc1ccc(/C=N/NC(=O)CN2CCN(S(=O)(=O)c3ccc(Br)cc3)CC2)s1	0	29	2.1	nt	-0.1	0	-5.0	-8	-2
CCCCN(CC)CCNC(=O)c1cn(C)c(=O)c2c1c1ccccc1n2C	-9	4	-0.5	0.4	0.6	-6	-0.4	-20	-10
O=C(CSc1nncn1-c1ccccc1)c1c[nH]c2ccccc12	4	9	-0.5	0.8	53*	15	-0.4	-14	-13
CCN1CCN(c2ccc(NC(C)=O)cc2Cl)CC1	3	-13	-1.1	1.2	0.6	-1	-0.4	-8	-17
O=C(NCc1cccnc1)C(C(=O)c1ccc(F)cc1)n1ccccc1=O (configuration not stated)	12	5	-1.3	nt	?	0	-0.6	1	5
COc1ccccc1-c1nnc(NC(=O)c2cccc(N3C(=O)CCC3=O)c2)o1	2	0	-0.3	0.3	-0.7	1	-2.9	8	10
Cn1c(N)c(C(=O)COC(=O)CN2C(=O)c3ccccc3C2=O)c(=O)n(C)c1=O	2	-7	-0.8	-0.2	0.2	-2	-1.6	5	-5
CCCc1c(C(=O)N/N=C/c2ccc(OCc3ccccc3)c(OC)c2)nnn1-c1nonc1N	3	-4	-0.8	1.1	2.6	-3	1.0	0	-10
O=C(N/N=C/c1ccoc1)c1ccc(Cl)cc1Cl	-2	5	3.3	0.2	2.9	1	-0.8	-5	-8
CC(C)CC1(C)NC(=O)N(CC(=O)N2C(C)CCCC2C)C1=O (configuration not stated)	-12	1	-2.0	0.5	-0.2	-11	-2.0	1	-13
COc1cc(/C=C2/C(=O)NN(c3cccc(C)c3)C2=O)ccc1OC(=O)c1ccco1	1	-7	-1.2	-0.3	0.1	-2	5.3	-2	-3
O=C(N1CCOCC1)N1CCN(C(c2ccccc2)c2ccccc2)CC1	1	12	-0.4	nt	1.0	-5	-0.5	1	0
O=C(COc1ccccc1)NC1CCS(=O)(=O)C1 (configuration not stated)	-3	2	0.1	1.6	-1.8	7	-2.1	-9	7
COc1ccc(-c2sc3ccccc3c2/C=C/c2ccncc2)cc1	5	19	75*	-2.1	0.4	-6	-7.1	-17	12
O=C(Cc1cn2ccsc2n1)OCc1ccccc1	7	-3	-0.8	nt	0.3	4	0.1	17	13
CCOC(=O)C1=NOC(C(=O)NN(C)c2ncc(C(F)(F)F)cc2Cl)C1 (configuration not stated)	-11	-2	2.7	0.3	0.0	0	-1.8	-3	-9
Cc1ccc(S(=O)(=O)NNC(=O)CCCCC(=O)NNS(=O)(=O)c2ccc(C)cc2)cc1	8	6	0.6	0.6	0.3	-2	-1.9	-1	5
COCCNC(=O)C1(C)CCCN(C(=O)c2ccccc2F)C1 (configuration not stated)	2	0	nt	1.5	-0.2	-4	-0.8	-5	-10
CCOC(=O)C(O)(c1ccc(N=Cc2ccccc2O)c(C)c1)C(F)(F)F (configuration not stated)	4	5	0.9	-0.1	-0.6	-2	0.3	-2	-5
COc1ccc(Cc2c(-c3cccc(Br)c3)nc3ccc(Br)cn23)c(C)c1	6	nt	nt	1.0	8.2	12	-6.8	7	12
C[C@@H]1CC[C@@]2(O[C@H](CCO)C[C@@H](O)[C@@H]2O)O1	-5	-6	-1.2	-1.1	-0.6	-8	-2.8	0	0
COCCCN1CN(S(=O)(=O)c2ccc(C)cc2C)c2nc3ccccc3nc21	2	-7	0.7	1.6	-1.0	-2	-1.1	0	1
O=C(O)c1ccc(Cl)cc1Nc1nc2cc(Cl)ccc2o1	1	5	1.3	-2.0	-1.6	-8	-4.3	-10	13
CCOC(=O)c1c(N)sc2c(O)c(Br)ccc12	0	-2	-0.6	nt	-0.4	-2	1.9	-2	-16
CN(C)/C=C(\C#N)C(=O)N/N=C(\CC(=O)C(F)(F)F)c1ccco1	-4	-10	-0.3	-0.5	0.5	-1	-2.9	-3	11
Cc1ccc(-n2c(C)cc(/C=N/Nc3ccc([N+](=O)[O-])cn3)c2C)cc1	-2	-18	0.6	nt	-1.7	-8	-1.6	-10	-2
CCC(NC(=O)CCc1c(C)c2cc3c4c(oc3cc2oc1=O)CCCC4)C(=O)O (configuration not stated)	0	11	-0.4	1.1	-2.7	-2	-4.0	-9	-10
O=C(Nc1ccc(C(F)(F)F)cc1)c1cnc(N2CCN(c3ccccn3)CC2)c2ccccc12	6	4	0.3	0.1	-1.1	-1	-2.4	-5	15
CCOCCCNC(=S)N1CCC(NC(=O)C2CCCCC2)CC1	-3	4	-0.9	0.8	-0.5	-1	-0.5	2	4
COC(=O)c1cnc[nH]1	0	-9	0.0	1.1	-0.1	-2	0.3	7	-3
Cc1ccc(NC(=S)NC(=O)C2CCCCC2)c(Br)c1	14	-2	6.8	-2.3	-0.3	-2	-2.3	-5	18
CCCCCN1CC(=O)N2Cc3[nH]c4ccccc4c3C[C@H]2C1=O	5	-2	-0.7	0.9	-2.6	3	-0.3	1	9
COc1ccc(CN2CCNC(=O)C2CC(=O)NCC2CCOCC2)c(F)c1 (configuration not stated)	1	-3	-0.3	0.2	-4.2	-5	-2.1	-8	27
O=c1ccc(-c2nc3ccccc3n2Cc2ccccc2Cl)c[nH]1	9	17	-1.3	1.5	-0.9	-2	-0.6	-4	-5
CC1(C)Cc2ccccc2/C(=C/C(=O)N2CCCCCC2)N1	3	18	-1.2	0.2	-1.9	-4	-1.2	-24	8
C[C@H]1CN([C@@H](C)CO)C(=O)CCCn2nncc2CO[C@H]1CN(C)S(=O)(=O)c1ccc(Oc2ccccc2)nc1	-1	36	nt	0.1&0.6	-0.3	-2	-3.6	-7	4
CSCCC(NC(=O)c1ccccc1Cl)C(=O)NCC(c1ccco1)N1CCCCC1 (configuration not stated)	-2	10	-0.4	-1.4	-2.4	-5	-2.2	-9	22
COc1ccc(C(=O)OC(C(=O)c2ccc(C)cc2)c2ccccc2)cc1 (configuration not stated)	10	0	-0.4	nt	0.0	-8	-4.0	-9	5
NC(=O)NCc1ccccc1	2	3	-0.7	0.5	-0.5	-3	-1.4	0	-6
CCOC(=O)N1CCN(S(=O)(=O)N2CCCC(C(=O)NCc3ccc(OC)cc3)C2)CC1 (configuration not stated)	5	4	0.3	-8.6	1.1	0	-2.4	2	-11
COc1ccc(-c2csc3ncnc(NCCCO)c23)cc1	-5	-1	-1.1	2.1	3.3	5	-1.7	?	-5
COc1ccccc1NC(=O)C(C)OC(=O)CCSc1ccc(F)cc1 (configuration not stated)	9	23	0.3	0.6	2.3	-2	0.2	11	6
C=CCSc1ncc(CO)n1Cc1ccccc1	6	11	-0.2	-1.3	-1.2	-5	-1.2	-9	4
CCN(CC)S(=O)(=O)c1ccc(-c2cn3ccccc3n2)cc1	9	5	nt	0.0	0.3	0	-0.8	-3	-66
Cc1cc(C(=O)NCc2cccnc2)cs1	nt	2	1.3	0.7	-0.4	0	-1.6	-11	nt
CCCn1c(NC(=O)C2CCN(C(=O)c3ccccc3C)CC2)nc2ccccc21	1	9	0.4	1.6	4.3	0	0.9	7	0
Cc1oc(-c2ccc(Cl)cc2)nc1CS(=O)CC(=O)N1CCC2(CC1)OCCO2 (configuration not stated)	5	10	-0.4	nt	0.4	-18	1.6	-3	-3

Remaining list, next part
SMILES	PrPC TRFRET	Y pestis TopoI	PfHsp40 yeast	TcdB inh	BoNT-A LC inh2	Anthrax LF prot	FadD28 FP inh	BoNT-F LC inh	CCHFV vOTU inh
Cc1ccc(C(=O)NCCN2CCOCC2)cc1C	-4	3	-0.6	0.5	-5.7	4	-2.2	?	-8
Cc1cc(C(=O)Nn2c(-c3ccncc3)nc3ccccc3c2=O)ccc1[N+](=O)[O-]	1	-4	0.7	0.1	-0.9	2	-1.2	-1	-2
Cc1ccccc1Cn1c(=O)c2c(nc3n2CCN3Cc2ccco2)n(C)c1=O	2	-4	-0.6	1.5	-1.5	-1	-3.3	0	1
Cc1c(NC(=O)CSc2nnc(-c3cccnc3)n2N)c(=O)n(-c2ccccc2)n1C	6	-3	-0.3	0.0	nt	nt	-2.3	nt	-11
CSc1cc(/C=N/O)c(SC)s1	14	-1	0.2	nt	0.3	0	-4.8	-4	7
Fc1ccc(Nc2ccnc(Nc3ccc(F)cc3)n2)cc1	6	4	4.8	-0.2	0.3	-2	-3.8	4	-4
CCOc1ccc(/C=C/C(=O)N2CCOCC2)cc1OC	-6	-3	0.0	0.1	-4.0	9	-1.7	?	-3
Cc1[nH]c2ccccc2c1C(=O)CN1C(=O)C(=O)N(CCC2=CCCCC2)C1=O	-8	-7	2.1	-1.3	0.3	4	-3.5	-8	13
Cc1cccc(N(C)C(=O)CCS(=O)(=O)c2cccc3nonc23)c1	-45	4	-0.1	nt	-0.1	1	-2.5	7	-2
